# C1s block – complement C1s protease inhibitors, primary screen, biochemical, 10-compound mixtures; Complement C1s subcomponent (Homo sapiens), P09871; 62,000 compounds, 0.16% hits; AID 538, 2006; mean inhibition % of two 10-compound mixtures (hits give high values), % at 5 µM (by protocol); purified C1s, fluorogenic AMC substrate, pooled mixtures;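 active = inhibition above 20% in each of the two 10-compound mixture wells holding the compound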;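 note: 0% = enzyme wells lacking compound mixture and 100% = no-enzyme blank wells; some compounds called inactive have numbers as strong as hits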
# Ec RNAP inh – E. coli RNAP inhibitors, biochemical; DNA-directed RNA polymerase subunit beta (Escherichia coli (strain K12)), P0A8V2; E. coli RNA polymerase, fluorescence transcription assay; inhibition, %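 (tested at 10 µM)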; 62,000 compounds, 0.2% hits; AID 559, 2006; in the data active = inhibition above about 20%;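 note: 0% = enzyme without compound and 100% = no enzyme blank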
# Target sequence (P0A8V2 whole entry, looked up): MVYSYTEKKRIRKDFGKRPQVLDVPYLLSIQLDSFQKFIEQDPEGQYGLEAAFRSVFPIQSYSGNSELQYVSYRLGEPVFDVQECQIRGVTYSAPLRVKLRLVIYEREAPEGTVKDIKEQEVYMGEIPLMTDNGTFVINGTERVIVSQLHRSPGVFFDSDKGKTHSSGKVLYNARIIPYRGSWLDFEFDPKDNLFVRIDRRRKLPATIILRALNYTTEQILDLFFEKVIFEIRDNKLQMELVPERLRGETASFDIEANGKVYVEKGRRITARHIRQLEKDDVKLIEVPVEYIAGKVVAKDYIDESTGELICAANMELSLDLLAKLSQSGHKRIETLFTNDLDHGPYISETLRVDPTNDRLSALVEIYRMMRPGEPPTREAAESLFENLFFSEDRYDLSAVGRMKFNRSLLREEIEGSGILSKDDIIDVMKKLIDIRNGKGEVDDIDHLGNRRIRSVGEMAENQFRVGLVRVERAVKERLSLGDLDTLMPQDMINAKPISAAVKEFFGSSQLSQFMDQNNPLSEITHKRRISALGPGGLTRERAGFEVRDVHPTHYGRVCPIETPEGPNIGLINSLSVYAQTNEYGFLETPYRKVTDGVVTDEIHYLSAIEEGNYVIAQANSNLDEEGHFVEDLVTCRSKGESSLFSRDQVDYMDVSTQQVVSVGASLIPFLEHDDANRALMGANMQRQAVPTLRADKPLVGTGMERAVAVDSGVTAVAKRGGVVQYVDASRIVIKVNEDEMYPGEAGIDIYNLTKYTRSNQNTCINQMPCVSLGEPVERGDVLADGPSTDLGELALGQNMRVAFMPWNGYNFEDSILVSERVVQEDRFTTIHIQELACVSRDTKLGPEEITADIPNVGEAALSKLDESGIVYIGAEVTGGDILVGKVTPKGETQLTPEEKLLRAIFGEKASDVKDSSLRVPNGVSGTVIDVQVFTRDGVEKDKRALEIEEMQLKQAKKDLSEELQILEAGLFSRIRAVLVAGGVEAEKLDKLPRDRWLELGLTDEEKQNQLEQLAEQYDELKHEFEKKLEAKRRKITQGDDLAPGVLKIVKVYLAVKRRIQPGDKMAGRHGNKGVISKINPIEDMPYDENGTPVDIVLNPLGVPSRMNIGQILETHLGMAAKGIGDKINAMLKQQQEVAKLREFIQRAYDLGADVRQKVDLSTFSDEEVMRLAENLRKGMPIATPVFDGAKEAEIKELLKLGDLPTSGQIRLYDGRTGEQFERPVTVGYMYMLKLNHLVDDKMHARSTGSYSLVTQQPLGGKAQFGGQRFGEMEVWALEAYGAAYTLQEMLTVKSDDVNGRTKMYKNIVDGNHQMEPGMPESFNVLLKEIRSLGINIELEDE
# FXIa mix inh – FXIa protease inhibitors in compound pools, primary screen, biochemical, 10-compound mixtures; inhibition, % at 5 µM; AID 680, 2007; Coagulation factor XI (Homo sapiens), P03951; purified FXIa, fluorogenic substrate, pooled mixtures; 62,000 compounds, 0.19% hits; in the data active = inhibition above about 20%, passing the limit was not always enough;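 note: each value is inhibition by a whole ten-compound pool holding the compound; 0% = enzyme with no mixture and 100% = wells lacking enzyme; strong numbers were not always called active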
# CatB mixtures – cathepsin B inhibitors from pooled compounds, primary screen, biochemical, compound mixtures, AMC fluorescence; P07858; Purified cathepsin B, AMC dipeptide fluorescence; inhibition, %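 (ten-compound pools at 5 µM per compound and 50 µM total)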; 62,000 compounds, 0.06% hits; AID 488, 2006; in the data active = inhibition above about 22%, passing the limit was not always enough;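 note: 0% = enzyme without compound and 100% = no enzyme blank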
# CatS inh – inhibitors of human cathepsin S, biochemical, compound mixtures; P25774; AID 501, 2006; inhibition, %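 (tested at 5 µM per compound within 10-compound mixtures)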; recombinant cathepsin S, AMC dipeptide fluorescence, pooled mixtures; 62,000 compounds, 0.06% hits; in the data active = inhibition above about 32%, passing the limit was not always enough;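 note: 0% = enzyme without compound and 100% = blank without enzyme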
# CatL inh – inhibitors of human cathepsin L, biochemical. 58,000 compounds, 0.17% hits. purified cathepsin L, fluorogenic substrate, fluorescence. AID 460, 2006. inhibition, %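 (tested at 10 µM)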; in the data active = inhibition above about 45%;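 note: 0% = enzyme with no compound and 100% = no enzyme blank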
# CatB block – human cathepsin B inhibitors, primary screen, biochemical, fluorogenic substrate; 63,000 compounds, 0.1% hits; purified cathepsin B, fluorescence; AID 453, 2006; inhibition, %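 (tested at 10 µM)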; in the data active = inhibition above about 21%;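 note: 0% = enzyme with no compound and 100% = no enzyme blank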
# CatG inh – human cathepsin G inhibitors, primary screen, biochemical, pooled compound mixtures, AMC fluorescence | 62,000 compounds, 0.2% hits | purified enzyme, AMC-tetrapeptide fluorescence | inhibition, % at 5 µM (by protocol) | P08311;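 active = inhibition above 20% in each of the two mixture wells holding the compound; inactive = inhibition of 20% or less in either well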;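 note: 0% = enzyme control without mixture and 100% = blank lacking enzyme; strong numbers were not always called active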
# AP ELISA ortho – alternative complement pathway inhibitors, primary screen, biochemical, ELISA, human serum, orthogonally pooled compounds. 62,000 compounds, 0.08% hits. LPS-coated ELISA, C3 deposition; tested in compound mixtures. AID 1235, 2008. inhibition, % at 5 µM;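 active = inhibition above 30% in each of the two pooled mixtures holding the compound, so the lower value exceeds 30%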;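 note: 0% = serum in Mg-EGTA without compound and 100% = EDTA serum blank; some compounds past the cut are filed as inactive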
#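 Assay system: Human serum alternative complement pathway, C3 deposition on LPS-coated wells | Incubation: 1 h serum-compound exposure at 37 °C | Doses: 5 µM per compound in ten-compound mixtures | Read-out: Percent inhibition | Technique: ELISA with HRP anti-human C3 antibody, TMB substrate, absorbance 450 nm | Replication: Two pool placements per compound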
# * marks the source's active call; other numbers are inactive results; · = no result given.
# The opening 7 entries as a preview:
SMILES,C1s block,Ec RNAP inh,FXIa mix inh,CatB mixtures,CatS inh,CatL inh,CatB block,CatG inh,AP ELISA ortho
O=C(O)CSCCC(=O)Nc1ccc(F)cc1,8,6,4,4,-6,·,2,10,4
O=C(CN1CCN(C2CCCCC2)CC1)Nc1ccccc1N1CCCCC1,-5,-6,11,-2,-5,-3,1,8,9
NC(=O)NC(=O)CSc1cccc(C(F)(F)F)c1,27,15,25,11,16,3,-2,24,6
O=C(O)CCCCCNC(=O)c1ccncc1,11,3,8,45,36,-5,2,11,12
CCc1cccc(C)c1NC(=O)c1cc(C)oc1C,7,13,3,6,11,0,8,11,8
Cc1nn(CC(=O)NCC2CCCO2)c(=O)c2ccccc12 (centres undefined),-38,3,2,0,-11,-5,-4,-7,15
O=C(CC12CC3CC(CC(C3)C1)C2)NCCN1CCOCC1,2,6,1,-5,-9,9,-1,11,19

# Main list, previewed entries included:
SMILES,C1s block,Ec RNAP inh,FXIa mix inh,CatB mixtures,CatS inh,CatL inh,CatB block,CatG inh,AP ELISA ortho
O=C(O)CSCCC(=O)Nc1ccc(F)cc1,8,6,4,4,-6,·,2,10,4
O=C(CN1CCN(C2CCCCC2)CC1)Nc1ccccc1N1CCCCC1,-5,-6,11,-2,-5,-3,1,8,9
NC(=O)NC(=O)CSc1cccc(C(F)(F)F)c1,27,15,25,11,16,3,-2,24,6
O=C(O)CCCCCNC(=O)c1ccncc1,11,3,8,45,36,-5,2,11,12
CCc1cccc(C)c1NC(=O)c1cc(C)oc1C,7,13,3,6,11,0,8,11,8
Cc1nn(CC(=O)NCC2CCCO2)c(=O)c2ccccc12 (centres undefined),-38,3,2,0,-11,-5,-4,-7,15
O=C(CC12CC3CC(CC(C3)C1)C2)NCCN1CCOCC1,2,6,1,-5,-9,9,-1,11,19
COC(=O)CSc1nnc(-c2cccnc2)n1-c1cccc(OC)c1,-11,-2,8,3,-1,0,0,-9,-16
S=c1[nH]ncn1-c1ccccn1,3,5,-6,5,10,-2,7,4,-1
CCCCSc1nnc(-c2cc(Br)ccc2N)c(=O)[nH]1,-43,5,-4,-3,17,-1,6,-7,3
Brc1ccc(-c2nnc(-c3ccco3)o2)cc1,-7,5,2,1,-5,-2,-2,-3,-15
Cn1nnc(NC(=O)c2ccco2)n1,11,10,0,3,-3,-4,4,8,1
O=C(O)CCC(=O)Nc1ccccc1C(=O)NC1CCCCC1,5,4,8,4,-6,-2,-5,4,9
COC(=O)c1cc(-c2ccc3c(c2)OCO3)nc2ccccc12,-8,3,-4,-4,-2,-7,-4,0,-1
Cc1cc(C)c(C#N)c(SCS(=O)Cc2ccc(Cl)cc2)n1 (centres undefined),-2,0,0,6,-7,-6,1,8,14
COc1ccc(N2CCN(S(=O)(=O)c3ccc(C(=O)NCc4ccco4)cc3)CC2)cc1,-25,2,5,4,-1,-2,-2,1,9
COc1ccccc1CC(=O)Nc1ccc(OC)c(OC)c1,2,11,5,8,15,34,0,-1,10
O=C(NC1CCCCCC1)C1CCCN1S(=O)(=O)c1cccc2cccnc12 (centres undefined),-6,-2,3,3,-17,-6,3,5,19
CCOc1ccc(N2C(=O)CC(Sc3nccc(C)n3)C2=O)cc1 (centres undefined),-27,5,-2,1,-3,3,2,3,3
CCOC(=O)c1cc(-c2ccc3c(c2)OCO3)nc2onc(C)c12,-67,0,-5,2,8,-20,-6,-8,8
Clc1cccc(OCCn2cncn2)c1Cl,4,9,5,4,5,23,2,10,15
CCN(CC)S(=O)(=O)c1ccc(C(=O)Nc2ncn(Cc3ccccc3)n2)cc1,-6,-2,9,1,-8,-2,2,-2,6
Cc1cccc(OCC(=O)Nc2ccc3c(c2)OCO3)c1C,13,5,7,3,-1,0,7,7,20
CCCCCn1c2nc3ccccc3nc2c2c(=O)n(CC(C)C)cnc21,-5,3,4,4,13,-27,2,12,5
O=C(CCC1COc2ccccc2O1)Nc1cccnc1 (centres undefined),1,3,10,7,3,-3,-1,1,15

# Whole records, quoted from the list:
# `Cc1cccc(OCC(=O)Nc2ccc3c(c2)OCO3)c1C` reads C1s block = 13; Ec RNAP inh = 5; FXIa mix inh = 7; CatB mixtures = 3; CatS inh = -1; CatL inh = 0; CatB block = 7; CatG inh = 7; AP ELISA ortho = 20
# `COc1ccccc1CC(=O)Nc1ccc(OC)c(OC)c1` reads C1s block = 2; Ec RNAP inh = 11; FXIa mix inh = 5; CatB mixtures = 8; CatS inh = 15; CatL inh = 34; CatB block = 0; CatG inh = -1; AP ELISA ortho = 10

# (list continues)
SMILES,C1s block,Ec RNAP inh,FXIa mix inh,CatB mixtures,CatS inh,CatL inh,CatB block,CatG inh,AP ELISA ortho
O=C(CCn1cnc2ccccc2c1=O)Nc1ccc(S(=O)(=O)N2CCCCC2)cc1,6,10,3,-2,3,17,3,13,-12
CCOC(=O)c1nc2ccccc2s1,-2,6,3,4,-2,1,4,12,18
CCN(CC)CCNC(=O)CS(=O)Cc1nc(-c2ccccc2Cl)oc1C (centres undefined),19,2,10,5,-24,-4,0,11,10
O=C(O)c1cccc2c1C(=O)N(Cc1ccncc1)C2,13,2,10,2,-4,-8,-1,9,9
CCc1ccccc1NC(=O)CN(c1cccc(OC)c1)S(C)(=O)=O,-29,-3,-10,-3,8,5,8,-12,-5
COc1ccc(S(=O)(=O)N2CCN(c3cc(-c4ccccc4)nc4ncnn34)CC2)cc1,-7,6,-8,3,3,24,1,-1,3
CCOC(=O)CSc1nc2cc3c(cc2cc1C#N)OCO3,5,12,2,4,12,8,0,12,9
CCCOc1ccc(C2c3c(oc4cc(C)c(C)cc4c3=O)C(=O)N2CCCN(C)C)cc1 (centres undefined),15,0,7,4,-5,-8,1,9,16
CCCC1=C(C(=O)OCC)C(c2ccccc2OCC)NC(=O)N1C (centres undefined),-7,-10,5,-7,-10,1,-3,-4,14
CNC(=O)N(O)C1N(C)C(=O)N(CC(=O)OC)C1(C)C (centres undefined),-23,6,-12,-3,2,38,2,3,-1

# 2 of these compounds, reformatted.
# Fields: C1s block | Ec RNAP inh | FXIa mix inh | CatB mixtures | CatS inh | CatL inh | CatB block | CatG inh | AP ELISA ortho
- O=C(CC12CC3CC(CC(C3)C1)C2)NCCN1CCOCC1
  2 | 6 | 1 | -5 | -9 | 9 | -1 | 11 | 19
- COC(=O)CSc1nnc(-c2cccnc2)n1-c1cccc(OC)c1
  -11 | -2 | 8 | 3 | -1 | 0 | 0 | -9 | -16

# These rows are one share of the data; count on the stated rates, not on these rows.
